Nrf2 block – inhibitors of Nrf2 signaling; A549 ARE-Fluc reporter, luciferase luminescence, 18-24 h; Potency, µM (series often up to 46 µM), without a hit: at the highest dose activity change, negative = inhibition, actives largely listed as inhibitors; hit rate 2.1% among 360,000; AID 504444; further: potency means the concentration at half of the fitted maximal effect; on the % scale 0 is the no-effect control and ±100 the full control effect; nearly all actives have a fitted effect of over 60% in size
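Two sequential reads on A549 ARE_Fluc cells exposed to compound for 18-24 h: a CellTiter-Fluor fluorescence read for viability, then a luciferase luminescence read for Nrf2/ARE activity.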
ATXN viability – cell viability loss in ATXN counter-screen. S2 cells (HEK-293 line with an ATXN2-luciferase reporter) viability, CellTiter-Fluor protease fluorescence, 24 h. AID 651635. hit rate 0.49% among 400,000. Potency, µM (series often up to 56.7 µM), usual class: cytotoxic; further: potency means the concentration at half of the fitted maximal effect; nearly all actives have a fitted effect of over 40% in size
HepG2 viability – counter-screen for TGF-b inhibitors: cytotoxicity in HepG2 cells; HepG2 CAGA-GFP viability, ATP luminescence, 18 h; AID 588856; Potency, µM (top dose mostly 46.1 µM), for the others: at the highest dose activity change, negative = cytotoxicity, actives largely listed as cytotoxic; hit rate 0.76% among 410,000; further: potency means the concentration at half of the fitted maximal effect; some results filed as inactive show a strong effect at the top dose
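HepG2 CAGA-GFP cells (1000/well, DMEM with 1% FBS) received compound, then TGF-beta at 500 pg/mL final, and were incubated 18 hours at 37 degrees C. Viability was read by CellTiter-Glo luminescence. Media-only wells were set as complete cell-killing and DMSO as no toxicity.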
pAkt inh – inhibitors of Akt phosphorylation | hit rate 0.32% among 360,000 | Neuro2A IGF-stimulated pAkt S473 HTRF, 20 min; stronger effect = lower value | activity change, % for hits at 50 µM | AID 651550; in the data active means activity change below about -80%; inconclusive means mostly about -51% to -80%; further: on the % scale 0 is the no-effect control and ±100 the full control effect
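Neuro2A cells in DMEM with 0.5% FBS, overnight at 37 deg C, given compound at single 50 µM final, then IGF (6 nM final) for 20 min at 37 deg C. Lysed; phospho-Akt Ser473 by HTRF after 24 h, 665/615 ratio.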
TGFb SMAD3 inh – blocks TGF-b signaling; HepG2 CAGA-GFP TGF-b/SMAD3 reporter, GFP fluorescence, 18 h; TGF-beta stimulated, 500 pg/mL final; Potency, µM (doses to about 46.1 µM), for the others: at the top dose activity, negative = inhibition, usual class: inhibitors; hit rate 1.2% among 410,000; AID 588855; further: potency means the concentration at half of the fitted maximal effect; on the % scale 0 is the no-effect control and ±100 the full control effect; nearly all actives have a fitted effect of over 65% in size
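TGF-beta reporter screen: HEPG2 CAGA-GFP, 1% FBS, 500 pg/mL TGF-beta final, 18 h; per-cell GFP summed per well; curves fitted and categorized by class.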
A549 tox – kills or reduces viability of A549 cells in Nrf2 counter-screen; A549 ARE-Fluc cells, CellTiter-Fluor viability, 18-24 h; Potency, µM (doses to about 46 µM), for the others: at the highest dose activity change, negative = cytotoxicity, actives largely listed as inhibitors; hit rate 0.16% among 390,000; AID 504648; further: potency means the concentration at half of the fitted maximal effect; on the % scale 0 is the no-effect control and ±100 the full control effect
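A549 ARE-Fluc cells in 5% FBS OPTI-MEM, 5000 cells/well, rested 2 h then exposed to compounds in concentration-response for 18-24 h at 37 °C. Viability by CellTiter-Fluor fluorescence (Ex 405/Em 525) after 30 min; luciferase luminescence (BugLite, 15 min, RT) read afterwards.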
Mm-Cpn inhibitor – blocks the Methanococcus maripaludis chaperonin Mm-Cpn; AID 504842; Potency, µM (titrated, usually from 76.9 µM), without a hit: top-dose activity, negative = inhibition, hits mostly inhibitors; purified Mm-Cpn ATPase, ADP Transcreener TR-FRET; hit rate 0.031% among 330,000; further: potency means the concentration at half of the fitted maximal effect; on the % scale 0 is the no-effect control and ±100 the full control effect; nearly all actives have a fitted effect of over 80% in size
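ATPase read-out: TR-FRET ADP immunoassay (anti-ADP Eu cryptate vs ADP-d2), ex 320 nm, em 590/665 nm; signal drops as ADP forms. Enzyme 25 nM, ATP 10 uM, 30 min at 37°C after 10 min compound preincubation.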
CCT modulator – cytosolic chaperonin activity modulation. purified chaperonin ATPase assay, HTRF ADP detection, 30 min. hit rate 0.3% among 360,000. activity change, % (concentration not given with the values), hits read low. AID 651819; in the data active means activity change below about -30%; further: on the % scale 0 is the no-effect control and ±100 the full control effect
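TRiC at 40 or 20 nM final (batch-dependent) in 30 mM Tris pH 7.4, 100 mM KCl, 5 mM MgCl2, 1 mM DTT, with compound at single 76 uM and 10 uM ATP, 30 min at 37 deg C. ADP detected by HTRF Transcreener, 665/615 ratio.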
Nrf2 ARE act – Nrf2 pathway activation; AREc32 ARE-luciferase reporter (MCF7-derived line), luminescence, 24 h; hit rate 0.31% among 410,000; Potency, µM (doses to about 46.1 µM), inactives show at the highest dose activation, usual class: activators; AID 624171; further: potency means the concentration at half of the fitted maximal effect; % of control where 0% means no effect; nearly all actives have a fitted effect of over 65% in size
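Quantitative high-throughput format: AREc32 reporter cells, 1000 per well, received compound by pin transfer and were incubated 24 hr at 37 deg C, 5% CO2, before Steady-Glo luminescence detection.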
* hit, by the source's call; i = inactive; u = inconclusive; x = not tested or not shown; & = joins results of further samples; [ ] = another dose, or the depositor's remark. Unless noted, the call rests on the fitted dose curve; in most records, active means well fitted curve in the direction sought with a large enough effect; inconclusive means small, poorly fitted or top-dose-only effect, or another doubt; inactive means no such curve, though single readings can be large; an effect the other way counts as inactive or inconclusive. The order is random, and some 4.4% of all compounds hit somewhere here.

Each structure is followed by: TGFb SMAD3 inh | Mm-Cpn inhibitor | A549 tox | pAkt inh | ATXN viability | Nrf2 ARE act | CCT modulator | HepG2 viability | Nrf2 block
COc1ccc(-c2noc(-c3ccc(NCc4ccc(C)cc4)c([N+](=O)[O-])c3)n2)cc1OC
→ -13% | x | 0% | x | i | -1.2% | x | -19% | -10%
Cn1ccc2c(OCC(=O)Nc3ccc(OC(F)(F)F)cc3)cccc2c1=O
→ -18% | x | -2% | x | x | 0.1% | x | -35% | x
COC(=O)c1ccc(NC(=O)COC(=O)c2nc3nccc(C)n3n2)cc1
→ 2% | 1% | -4% | i | i | -0.7% | -4.3 | 5% | 2%
COc1ccc(N(CC(=O)NCc2ccc3c(c2)OCO3)C(=O)CCC(=O)Nc2ccccn2)cc1
→ 1% | 4% | 0% | i | i | -0.2% | -4.2 | -17% | -2%
COc1ccc(C/C(N)=N/O)cc1
→ -10% | -1% | -5% | i | i | -0.4% | -1.2 | -24% | 0%
Cn1cc(C(CO)Cc2ccccc2)c2ccccc21 (stereo unspecified)
→ 1% | -2% | 17% | i | i | 0.0% | -1.2 | -17% | 9%
OCCNc1nc(-c2cccnc2)nc2ccccc12
→ -2% | 1% | 1% | i | i | -0.2% | -4.3 | -24% | -23%
CC(C)C[C@H](NC(=O)[C@H]1N2C(=O)c3ccccc3C2SC1(C)C)C(=O)N[C@@H](Cc1ccccc1)C(=O)O (stereo partly specified)
→ 2% | 0% | 3% | i | i | 0.5% | -0.2 | 1% | 4%
Cc1ccccc1CN1C2=NCCN2c2ccccc21
→ 15% | 0% | u | i | i | -0.5% | 0.3 | -4% | -5%
Cc1cc(F)ccc1S(=O)(=O)Nc1ccccc1C(=O)Nc1ncn[nH]1
→ 19% | 1% | 6% | i | i | -0.1% | -1.0 | 18% | -15%
CC(OC(=O)Cn1[nH]c(=O)c2ccccc2c1=O)C(=O)c1ccccc1 (stereo unspecified)
→ -12% | 2% | 5% | i | i | 0.1% | -0.7 | 0% | u
CCOCCn1c(CN2CCCCC2C)nc2c1c(=O)n(C)c(=O)n2C (stereo unspecified)
→ -20% | 1% | 8% | i | i | -0.6% | -1.0 | -27% | 0%
CCCN1CCN(CCCNC(=O)c2ccc3c(c2)sc2nc(-c4ccc(OCC)cc4)cn23)CC1
→ 28% | x | -11% | x | x | 8.1% | x | -27% | u
O=C(CSc1nnc(-c2ccncc2)o1)NC1C2CC3CC(C2)CC1C3 (stereo unspecified)
→ -16% | -1% | 0% | i | i | 2.5% | -4.6 | -15% | -9%
CCCCCCCC(=O)N/N=C(\C)c1cccnc1
→ 40%[activator] | 0% | -1% | i | i | -0.4% | -0.3 | -28% | u
CCc1ccc(OCCOC(=O)Nc2ccccc2)cc1
→ -25% | 1% | 3% | i | i | 1.9% | -1.0 | 5% | -4%
Cc1cccc(C)c1Nc1c(-c2ccccc2F)nc2cccc(C)n12
→ u | x | u | x | u | 0.2% | x | -35% | u
CCOc1ccc2nc(Cl)c(/C=C/C(=O)c3ccco3)cc2c1
→ u | 0% | -6% | i | i | 13% | -0.7 | -46% | -20%
CC1CCCCC1NC(=O)COC(=O)/C=C/c1ccc2c(c1)OCO2 (stereo unspecified)
→ -2% | -1% | 6% | i | i | -0.3% | -2.8 | -5% | -1%
Nc1ncc(S(=O)(=O)Nc2ccc(F)cc2F)cn1
→ 0% | x | 8% | x | x | -0.8% | x | -12% | x
O=C(Nc1nnc(S(=O)(=O)N2CCOCC2)s1)c1ccccc1F
→ -8%&-3% | -1% | -3%&7% | x | i | -1.0%&2.4% | 0.6 | 11%&7% | -29%&21%
CCOc1ccc(N=C2NN=C(c3cc(C)n(CC4CCCO4)c3C)CS2)cc1 (stereo unspecified)
→ 6% | 1% | 2% | i | i | -0.1% | -22 | -11% | u
O=C(CCNC(=O)C1CCN(S(=O)(=O)c2ccc(F)cc2)CC1)NCc1cccnc1
→ 2% | 3% | -2% | i | i | -0.5% | -4.8 | 0% | 0%
O=S(=O)(Nc1cccc2c1CCCC2)c1ccc(Cl)cc1
→ u | 1% | -6% | i | i | 0.2% | 0.2 | -52% | u
Cn1ncc(Cl)c1C(=O)N1CCN(C(=O)c2ccco2)CC1
→ -10% | 2% | 2% | i | i | 1.5% | -5.1 | -9% | 3%
Cn1c(NC(=O)C2CCCO2)cc(=O)n(C)c1=O (stereo unspecified)
→ -1% | 0% | -3% | i | i | -0.3% | -1.1 | 0% | 8%
O=C(OCC(=O)c1c[nH]c2ccccc12)c1ccc([N+](=O)[O-])s1
→ 4% | -5% | -8% | i | u | 27% | -2.8 | -5% | -6%
O=C(c1ccc(F)cc1)c1c[nH]c(C(=O)NCCCN2CCOCC2)c1
→ -20% | 3% | x | i | i | 0.0% | -0.3 | -1% | 5%
Cc1cccc(NC(=O)CNC(=O)CSc2nc(N)cc(N)n2)c1C
→ -1% | -2% | 1% | i | i | 0.2% | -2.2 | -1% | 3%
CS(=O)(=O)c1nncn1-c1ccccc1
→ -1% | 1% | -6% | i | i | 2.5% | 1.6 | -13% | -9%
N#C/C(=C/Nc1ccccc1)c1ccsc1
→ 11% | x | 2% | i | i | 12% | 1.6 | -12% | 4%
CC1(C)CC(CCN(Cc2ccccc2)C(=O)c2ccco2)(c2ccccc2)CCO1 (stereo unspecified)
→ u | 0% | -3% | i | i | -1.0% | -0.8 | 3% | -6%
COc1ccc(-c2csc3ncnc(N4CCN(c5ccccc5[N+](=O)[O-])CC4)c23)cc1
→ 0% | 2% | 4% | i | i | -0.6% | -1.7 | 6% | u
CC(NC(=O)C(=O)N1CCCCC1)C(c1cccs1)N1CCN(C)CC1 (stereo unspecified)
→ -11% | 1% | 15% | i | i | -0.5% | -0.6 | -3% | 13%
CC(C)(C)NC(=O)NC(=O)CSc1nnc(COc2ccccc2Cl)o1
→ -17% | 0% | 0% | i | i | -0.4% | -1.2 | 2% | 7%
Cc1ccc(C(C)C)c(OCC(=O)NNC(=O)Nc2ccccc2)c1
→ u | x | -8% | i | i | -0.1% | -2.2 | -29% | -13%
Cc1nnc(Nc2ccc3c(c2)ncn3C)c2ccccc12
→ u | -1% | 18% | i | i | 0.8% | -1.1 | -73% | 2%
O=C(CSc1nnc(CNC(=O)c2ccccc2F)o1)c1ccc(Cl)cc1
→ -10% | -4% | 1% | i | i | 3.5% | -0.9 | -7% | 9%
Cc1ccc(-n2c(-c3cnccn3)n[nH]c2=S)c(Br)c1
→ 0% | 2% | -4% | i | u | 2.2% | 0.5 | 3% | 7%
CCN1CCN(c2ncnc3c2cnn3-c2ccc(C)cc2C)CC1
→ -4% | 0% | -2% | i | i | 5.7% | 0.2 | 0% | -2%
CCOc1ccccc1N(CC(=O)Nc1cccc(OC)c1)S(=O)(=O)c1ccccc1
→ 28% | -3% | -1% | i | i | -0.9% | 1.6 | -2% | 11%
COc1ccc2c(c1)nc(NCCCO)n2Cc1ccccc1
→ -4% | 1% | 5% | i | i | 0.2% | -0.8 | -15% | 3%
Cc1oc(-c2ccccc2)cc1C(=O)NCc1ccncc1
→ -11% | -3% | -3% | i | i | 4.6% | -0.4 | -11% | -7%
COc1cc(NC(=O)c2cccc([N+](=O)[O-])c2)ccc1NC(=O)c1cc2ccccc2o1
→ -7% | 0% | 6% | i | i | 0.0% | -11 | -34% | -3%
CON(C)C(=O)CCC1CCCN1C(=O)OC(C)(C)C (stereo unspecified)
→ 12% | 1% | 1% | i | i | -0.9% | -0.7 | 6% | 2%
Fc1ccc(COc2ccc(-c3nnco3)cc2)c(Cl)c1
→ 0% | 1% | 1% | i | i | 7.1% | 1.8 | -2% | 16%
COc1cc(C)nc(Nc2nc(C)c(C(C)=O)s2)n1
→ 5% | 0% | -1% | i | i | 4.2% | -0.5 | 1% | 29%
CN(C(=O)c1ccc(NC(=O)Cc2cccc(NC(=O)C3CCCN(C(=O)C4CCCC4)C3)c2)cc1)C1CCCC1 (stereo unspecified)
→ u | -2% | -11% | i | i | 4.8% | -2.4 | -3% | 18µM*
Cc1ccc(NC(=O)c2cc(-c3cccs3)on2)cc1C
→ -11%&4% | -2% | 7%&-7% | i | i | 5.3%&11% | -1.4 | -21%&-29% | -4%&17%
CCCC(O)(CCC)C(=O)NN(C(=O)CCl)c1ccccc1
→ u | 0% | -13% | i | i | 1.8% | 0.3 | -89% | u
C=CCC(CC=C)(C(N)=O)c1ccccc1
→ 6% | 3% | 5% | i | i | -0.4% | -0.8 | -4% | -5%
COC(=O)c1[nH]c2ccc(C)cc2c1NC(=O)Oc1ccccc1
→ -16% | -2% | -1% | i | i | 2.3% | 0.8 | -19% | 17%
CN(CC(=O)Nc1cccc(F)c1)C(=O)c1cccnc1Sc1ccccc1
→ 14% | -3% | -1% | i | u | -0.1% | 0.0 | -24% | 16%
Cc1nc(C(=O)Nc2ccc(Cl)cc2)nn1-c1ccc([N+](=O)[O-])cc1
→ 3% | 1% | -1% | i | i | -0.1% | -1.1 | 5% | -11%
CC1CCN(S(=O)(=O)N2CCC(C(=O)NCc3ccccc3Cl)CC2)CC1
→ 0% | x | 7% | x | x | -0.6% | x | 1% | x
Cc1c(/C=N/O)c2ccccn2c1C=O
→ -3% | -2% | -3% | i | i | 0.4% | 1.7 | 0% | 11%

High-throughput results: PubChem BioAssay, National Center for Advancing Translational Sciences (NCATS)
